Assay outcomes (PubChem BioAssay)
N370S GC mod – qHTS Assay for Inhibitors and Activators of N370S glucocerebrosidase as a Potential Chaperone Treatment of Gaucher Disease | Potency, µM (highest dose often 59.4 µM), without a hit: at the top dose activity change, negative = inhibition, hits mostly inhibitors | 330,000 tested, 0.092% active | Lysosomal acid glucosylceramidase (Homo sapiens), P04062 | N370S GC spleen homogenate, 4MU-glucoside fluorescence | AID 2101, 2009;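 also: 0% = full enzyme activity and -100% = no enzyme basal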
KAT2A inh – qHTS Assay for Inhibitors of GCN5L2 | Histone acetyltransferase KAT2A (Homo sapiens), Q92830 | GCN5L2 HAT assay, ThioGlo1 CoA-SH fluorescence | Potency, µM (highest dose often 58.9 µM), for the others: top-dose activity change, negative = inhibition, usual class: inhibitors | 390,000 tested, 0.21% active
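Compounds, pin-transferred from DMSO stocks, meet 20nM GCN5L2 for 15 min before the reaction begins with H3(1-25) peptide (75uM) and acetyl-CoA (70uM). Thiol-reactive ThioGlo1 reports CoA release over 20 min at room temperature.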
FEN1 inh – qHTS Assay for the Inhibitors of Human Flap endonuclease 1 (FEN1); 390,000 tested, 0.35% active; Potency, µM (titrated, usually from 114 µM), without a hit: at the top dose activity change, negative = inhibition, hits mostly inhibitors; Recombinant FEN1 flap cleavage, fluorescence, 15 min; AID 588795, 2011; also: nearly all actives have a fitted effect of over 65% in size
Target sequence (P39748 whole entry, looked up): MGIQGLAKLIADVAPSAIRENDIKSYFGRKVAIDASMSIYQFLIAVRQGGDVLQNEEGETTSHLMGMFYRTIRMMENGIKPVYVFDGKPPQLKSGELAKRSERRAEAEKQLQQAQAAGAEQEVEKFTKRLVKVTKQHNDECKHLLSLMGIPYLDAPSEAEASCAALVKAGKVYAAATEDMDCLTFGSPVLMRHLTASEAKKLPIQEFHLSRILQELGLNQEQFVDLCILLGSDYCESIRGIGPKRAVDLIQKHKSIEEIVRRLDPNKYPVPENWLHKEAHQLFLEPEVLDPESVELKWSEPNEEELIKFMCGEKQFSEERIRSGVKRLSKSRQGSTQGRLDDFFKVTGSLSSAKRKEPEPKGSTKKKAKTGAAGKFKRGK
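Reaction started by adding substrate (50 nM final) to 10 nM enzyme after 15 min room-temperature compound preincubation. Reads at 0 and 15 min, with data normalized and fitted to a four-parameter Hill equation.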
* hit, by the source's call; ? = inconclusive; nt = not tested or not shown. Calls follow the shape of the dose curve; as a rule, active = well fitted curve in the direction sought with a large enough effect; inconclusive = small, poorly fitted or top-dose-only effect, or another doubt; inactive = no such curve, though single readings can be large; an effect the other way counts as inactive or inconclusive. Unless noted, % is scaled to controls: 0 for no effect and ±100 for the full control effect; potency is read from the fitted curve at half-maximal effect.

SMILES	N370S GC mod	KAT2A inh	FEN1 inh
CCCC(C(=O)Nc1cc(C)c(Cl)cc1OC)N1Cc2ccccc2C1=O (stereo not drawn)	nt	-7%	-18%
COc1ccccc1N1CCN(S(=O)(=O)c2ccc(F)cc2)CC1	4%	-13%	-14%
COc1ccc(C(c2nnnn2Cc2cccs2)N2CCC(C(N)=O)CC2)c(OC)c1 (stereo not drawn)	26%	2%	-12%
O=C(CC(c1ccccc1)c1ccccc1)NCc1cccnc1	4%	-6%	24%
Cc1ccc(NC(=O)C2CCCN(S(=O)(=O)c3cccc4cccnc34)C2)c(Br)c1 (stereo not drawn)	nt	-3%	-9%
O=C(NCc1ccccc1)c1ccccc1CO	-13%	-4%	-3%
CCc1ccc2[nH]c(=O)c(CN(Cc3ccccc3)Cc3nnnn3Cc3ccco3)cc2c1	-2%	-17%	-20%
C/C(=N\Nc1cc(N2CCOCC2)ncn1)c1cccc([N+](=O)[O-])c1	-25%	-1%	19%
CCCOc1ccc(C(=O)Nc2ccc(S(=O)(=O)Nc3onc(C)c3C)cc2)cc1	12%	-3%	-2%
COc1ccc(C(=O)Nc2cccc(C)c2)cc1	9%	-9%	-15%
NC(=O)[C@@H]1CCOc2c(I)cc([N+](=O)[O-])cc2C(=O)N[C@@H](CO)C(=O)NCC(=O)N1	-5%	-5%	14%
CCOC(=O)c1sc(NNC(=O)c2ccc(F)cc2)nc1C	-5%	-1%	-3%
CCc1ccc2[nH]c(=O)c(CN(CCN(CC)CC)C(=S)NCc3ccco3)cc2c1	12%	-4%	-18%
Oc1oc(-c2ccco2)nc1C=Nc1ccccc1	-1%	-12%	-7%
COCCN(CCOC)S(=O)(=O)c1ccc(C(=O)Nc2nnc(CSC)o2)cc1	-3%	4%	-13%
CC1CCC(C(=O)NC(C(=O)OCC(=O)c2ccc(Br)cc2)C(C)C)CC1 (stereo not drawn)	nt	-3%	12%
CCCCN(CC)Cc1ccc(CNC(=S)Nc2ccc(C)cc2Cl)o1	2%	-2%	-14%
Cc1oc(C(=O)O)cc1COc1ccc2c3c(c(=O)oc2c1C)CCC3	7%	-6%	4%
Cc1ccc(NCCC(=O)c2cccs2)cc1	-26%	-3%	-7%
C/C(=N/NC(=O)NC12CC3CC(CC(C3)C1)C2)c1ccccc1	-12%	-8%	-13%

Quoted at random: six records from the list.
SMILES	N370S GC mod	KAT2A inh	FEN1 inh
COc1ccc(C(=O)Nc2cccc(C)c2)cc1	9%	-9%	-15%
CCOC(=O)c1sc(NNC(=O)c2ccc(F)cc2)nc1C	-5%	-1%	-3%
Cc1oc(C(=O)O)cc1COc1ccc2c3c(c(=O)oc2c1C)CCC3	7%	-6%	4%
C/C(=N\Nc1cc(N2CCOCC2)ncn1)c1cccc([N+](=O)[O-])c1	-25%	-1%	19%
NC(=O)[C@@H]1CCOc2c(I)cc([N+](=O)[O-])cc2C(=O)N[C@@H](CO)C(=O)NCC(=O)N1	-5%	-5%	14%
COc1ccccc1N1CCN(S(=O)(=O)c2ccc(F)cc2)CC1	4%	-13%	-14%

The list continues:
SMILES	N370S GC mod	KAT2A inh	FEN1 inh
O=c1[nH]c(CN2CCN(S(=O)(=O)c3cccs3)CC2)nc2c(Br)cc(Br)cc12	6%	-6%	-12%
O=C(Nc1ccc(F)cc1)c1sccc1SCc1cccc(C(F)(F)F)c1	12%	-2%	-4%
CCOc1ccc(C(=O)NC(C(=O)NCc2cccnc2)C(C)C)cc1 (stereo not drawn)	0%	-2%	-3%
Cc1ccc(CNCCCSc2ncccn2)cc1	-5%	1%	13%
COc1ccc(S(=O)(=O)N2CCCC(C(=O)O)C2)cc1Cl (stereo not drawn)	7%	nt	11%
Cc1nc(NCC(c2ccccc2)N(C)C)c2c(C)c(C)sc2n1 (stereo not drawn)	-1%	-8%	-7%
CC(C)(C)C(=O)Cn1ncc(N2CCOCC2)c(Br)c1=O	-6%	-4%	1%
CCCC(C)C(=O)NCc1ccncc1 (stereo not drawn)	5%	-2%	-14%
Cc1ccc(-c2nc(-c3cc4cccc(OCc5cccc(F)c5)c4oc3=O)no2)cc1	nt	-13%	-2%
CCCCn1c(N)c(N(CC)C(=O)c2cccc(OCc3ccccc3)c2)c(=O)[nH]c1=O	nt	0%	-7%
CCCOc1cccc(/C=N/NC(=O)c2csc(C)c2C)c1	-1%	-12%	-2%
COc1ccc(-n2cnc3cc(C(=O)NCCN4CCOCC4)ccc32)cc1	0%	0%	-1%
CCN(CC)S(=O)(=O)c1cc(NC(=O)c2ccc3c(c2)NC(=O)C(C)S3)ccc1C (stereo not drawn)	nt	-15%	-1%
CCOc1ccc2cc(S(=O)(=O)n3ccnc3C)ccc2c1	-1%	-12%	-2%
Cc1cccc(COc2ccccc2C(=O)NC2CCC(O)CC2)c1 (stereo not drawn)	12%	-2%	-7%
COC(=O)c1ccc(C(=O)OC)c(NC(=O)COC(=O)CC2CC3CCC2C3)c1 (stereo not drawn)	21%	0%	-5%
Cn1c(CN2CCOCC2)nnc1SCC(=O)NCCc1ccccc1	-5%	0%	-2%
O=C(COc1ccccc1Cl)Nc1ccc(NC(=O)c2ccco2)cc1	1%	-5%	-4%
COc1ccc(OC)c(NC(=O)C2C3C=CC(C3)C2C(=O)NCc2ccccn2)c1 (stereo not drawn)	10%	-19%	4%
COc1cccc(CN2C(=O)C(C)Oc3ccccc32)c1 (stereo not drawn)	3%	4%	11%

Six entries already listed, ordered by length of the SMILES, rising:
SMILES	N370S GC mod	KAT2A inh	FEN1 inh
Cc1ccc(CNCCCSc2ncccn2)cc1	-5%	1%	13%
Cn1c(CN2CCOCC2)nnc1SCC(=O)NCCc1ccccc1	-5%	0%	-2%
CC(C)(C)C(=O)Cn1ncc(N2CCOCC2)c(Br)c1=O	-6%	-4%	1%
CCOc1ccc(C(=O)NC(C(=O)NCc2cccnc2)C(C)C)cc1 (stereo not drawn)	0%	-2%	-3%
COc1ccc(-n2cnc3cc(C(=O)NCCN4CCOCC4)ccc32)cc1	0%	0%	-1%
O=c1[nH]c(CN2CCN(S(=O)(=O)c3cccs3)CC2)nc2c(Br)cc(Br)cc12	6%	-6%	-12%

The list continues:
SMILES	N370S GC mod	KAT2A inh	FEN1 inh
O=C(Cn1c(=O)cnc2ccccc21)Nc1cccc(S(=O)(=O)N2CCCCC2)c1	nt	-6%	-10%
COc1ccc(C(=O)Nc2ccc(-n3nncc3-c3ccc(OC)c(OC)c3)cc2)cc1	nt	-10%	-11%
CC12CCC(C1)C(C)(C)C2NS(=O)(=O)c1ccc(F)cc1 (stereo not drawn)	nt	-10%	5%
COc1ccc(-n2c(-c3ccc(Br)cc3)n[nH]c2=S)cc1	-1%	-27%	3%
Cc1nn(-c2cc(N3CCCCC3)ccc2[N+](=O)[O-])c(=O)c2ccccc12	2%	-12%	2%
Cc1cccc(/C=N/n2c(-c3ccncc3)n[nH]c2=S)c1	-1%	?	-5%
COc1cc(CC(=O)OCC(=O)Nc2sccc2C(N)=O)cc(OC)c1OC	2%	1%	-4%
CC(C)(C)NC(=O)NC(=O)COC(=O)COc1ccc2c(c1)CCC2	-22%	-12%	-21%
CCn1cc(C(=O)N[C@H](C(=O)NCCCn2ccnc2)C(C)C)c(=O)c2cc3c(cc21)OCO3	-8%	1%	-13%
Cc1ccc(C(=O)N/N=C/c2cccc(OC(=O)/C=C/c3ccco3)c2)cn1	-13%	-12%	-1%
COc1ccc(Br)cc1CN(C)CC(O)COc1ccc(Br)cc1 (stereo not drawn)	-21%	-2%	-1%
Cc1cc(C)n(-c2nc(NCC(C)O)c3c4c(sc3n2)CCCC4)n1 (stereo not drawn)	10%	-9%	-17%
COc1ccc(CNC(=O)COC(=O)CCCOc2ccc(Cl)cc2Cl)cc1	9%	-9%	-12%
CSc1ncc(CN2CCc3c([nH]c4ccccc34)C2c2cccc(C)n2)cn1 (stereo not drawn)	-3%	-2%	0%
COc1ccc(OCC(=O)Nc2ccc(N3CCC(C)CC3)cc2)cc1	-2%	-2%	-3%
CCOC(=O)C1=C(C)NC(=O)NC1c1ccc(Cl)cc1Cl (stereo not drawn)	1%	-10%	-16%
CCC(C)NC(=O)c1ccc(CN2CCc3ccccc3C2)cc1 (stereo not drawn)	5%	-1%	-4%
Cc1cc(OCC(=O)N2CCC[C@@H]2C(=O)O)c2c(C)c(C)c(=O)oc2c1	8%	-2%	14%
COCCN(CCOC)Cc1c(C)[nH]c2ccccc2c1=O	3%	-11%	-1%
CCCNC(=O)c1ccc(-c2nc(CS(=O)(=O)c3ccc(C)cc3)c(C)o2)cc1	nt	1%	0%
C/C(CC(=O)NCc1ccco1)=N\NC(=O)c1ccc([N+](=O)[O-])cc1Cl	-1%	-2%	-1%
CCOC(=O)c1cccc(N2C(=O)Nc3ccccc3N2O)c1	12%	1%	-3%
Cc1nc(-c2nc(-c3c(C(=O)NNC(=O)Nc4cccc(Cl)c4)noc3C)cs2)cs1	4%	-24%	-6%
Cc1csc(NC(=O)CSc2nnc(-c3ccoc3C)o2)n1	-2%	1%	0%
CCn1cc(CN2CCN(Cc3ccsc3)C(CCO)C2)cn1 (stereo not drawn)	2%	14%	0%
NS(=O)(=O)c1cccc(NC(=O)COC(=O)c2ccccc2SCC(=O)N2CCCC2)c1	nt	-3%	-1%
Cc1ccc(NC(=O)COc2ccccc2C#N)cc1S(=O)(=O)N1CCCCCC1	nt	-10%	-8%
COc1cc(/C=C/C(=O)OCC(=O)NC(=O)NC(C)(C)C)cc(OC)c1OC	-10%	-8%	-9%
CC1Cc2ccccc2N1C(=O)CN(C)CC(=O)Nc1cccc(F)c1 (stereo not drawn)	nt	3%	-17%
COc1ccc2c(c1)CCCC21NC(=O)N(CC(=O)c2cc(F)ccc2F)C1=O (stereo not drawn)	nt	-5%	-22%
Cc1cc(OCCCCOc2ccc(S(N)(=O)=O)c(C)c2)ccc1S(N)(=O)=O	-20%	27%	-18%
N#C/C(=C\c1cccnc1)C(=O)Nc1ccc(Cl)cc1	6%	0%	13%
C=CCn1c(O)c(N=NC(=S)Nc2cccc(C)c2)c2ccccc21	1%	-9%	-8%
Cn1c(=O)n(C)c2cc(/C=N/NC(=O)c3ccncc3)ccc21	-2%	-2%	nt
COc1ccccc1CNC(=O)CCS(=O)(=O)c1ccc2c(c1)oc(=O)n2C	nt	-1%	1%
Cc1cccc(NC(=O)c2sc(NC(=O)COc3ccccc3)c(C#N)c2C)c1C	-3%	-1%	2%
O=C(NCc1ccc(F)cc1)C1CCCN(C(=O)Nc2ccccc2)C1 (stereo not drawn)	4%	1%	2%
Cc1cc(C)c(S(=O)(=O)c2cccc(Br)c2C)c(=O)[nH]1	-11%	-2%	-1%
COc1ccc(C)cc1NC(=O)c1nnn(CC(=O)Nc2c(C)cccc2C)c1N	nt	3%	14%
Cc1ccc(C2CC(=O)Nc3cc4c(cc32)OCCO4)cc1 (stereo not drawn)	nt	16%	21%
CCOC(=O)C1(Cc2cccc(OC)c2)CCN(Cc2cnc(N)nc2)CC1	-3%	-15%	-4%
CC1CC(=O)Nc2ccccc2N1C(=O)COc1ccc2cc(Br)ccc2c1 (stereo not drawn)	nt	0%	-2%
CC(=O)Nc1cc(-c2nn3c(C)nnc3s2)ccc1C	4%	-7%	-1%
Cc1ccc(Cl)cc1-n1ncc2c(NC3CCCCC3)ncnc21	nt	-10%	-3%
Cc1nn(CC(=O)NCCc2ccccc2)c(=O)c2cc3occc3n12	-3%	-2%	-14%
CCOc1ccc(NC(=O)Cn2c(=O)n(CC(=O)NCCc3ccccc3)c(=O)c3sccc32)cc1	nt	-10%	3%
O=C(Nc1cc(Cl)ccc1F)C1=COCCO1	-11%	-3%	-1%
CC(C)(CN1CCc2ccccc2C1)NS(=O)(=O)c1ccccc1	9%	-4%	-6%
CCCCCCNC(=O)Cc1c(O)c2ccccc2[nH]c1=O	1%	1%	-6%
COC(=O)c1ccc(C(c2c(C)n(C)n(-c3ccccc3)c2=O)c2c(C)n(C)n(-c3ccccc3)c2=O)cc1	1%	-3%	0%
O=C(CN(C(=O)CCC(=O)Nc1nccs1)c1ccccc1F)NCc1ccccc1	4%	-1%	14%
O=C(CN(CCc1ccccc1)S(=O)(=O)c1ccc(Cl)cc1)N/N=C/c1ccc2c(c1)OCO2	6%	3%	12%
COc1ccc2nc(N(Cc3cccnc3)C(=O)COc3ccccc3)sc2c1	nt	-3%	-14%
CCC1CCCCN1CC(=O)Nc1cc(C)nn1-c1nc(C)cc(C)n1 (stereo not drawn)	-1%	-4%	-17%
CC(=O)Nc1ccc(N2CCN(c3ccc(C(F)(F)F)cn3)CC2)nc1	-2%	0%	-4%
Nc1n[nH]c(C2CC2)c1N=Nc1ccc(Cl)c(Cl)c1	18%	-2%	-8%
COc1ccc(CCNC(=O)C2CCN(C(=O)c3cccc(Cl)c3)CC2)cc1OC	2%	-3%	-7%

A portion of the library, so the mix of outcomes need not match the whole.
